Bioassay records as filed in PubChem.
RGS4 inhibitor = blocks human RGS4-accelerated GTP hydrolysis; P49798; Transcreener GDP fluorescence polarization, RGS4-accelerated GTP hydrolysis; Potency, µM (series often up to 114 µM), without a hit: at the highest dose activity change, negative = inhibition, hits mostly inhibitors; actives 0.039% (n = 390,000); also: potency is read from the fitted curve at half-maximal effect; % is scaled to controls: 0 for no effect and ±100 for the full control effect; nearly all actives have a fitted effect of over 75% in size; some results filed as inactive show a strong effect at the top dose
Target sequence (P49798 whole entry, looked up): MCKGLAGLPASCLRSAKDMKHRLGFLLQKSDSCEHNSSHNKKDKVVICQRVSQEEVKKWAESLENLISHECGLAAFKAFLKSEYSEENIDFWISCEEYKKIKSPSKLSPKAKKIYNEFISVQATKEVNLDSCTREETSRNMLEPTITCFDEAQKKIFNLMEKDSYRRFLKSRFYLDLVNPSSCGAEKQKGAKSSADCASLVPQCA
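MLSMR compounds (23 nl, pin-transferred) preincubated 10 min at room temperature with a 500nM (2x) first reagent, then RGS4 at 900nM (2x) plus Transcreener GDP mix added; fluorescence polarization (620/688 nm) read before and after 90 min at 30 °C.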
PI4K2A block = inhibitors of human PI4K2A; purified PI4K2A, ADP-Glo luminescence, 1 h; active compounds read low; activity change, negative = inhibition, % at 76.9 µM; actives 0.13% (n = 420,000); in the data active = activity change below about -50%; inconclusive = mostly about -30% to -49%;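 also: -100% = wells without enzyme as full effect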
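PI4K2A activity was measured by ADP-Glo luminescence: enzyme (4 ug/mL stock) and phosphatidylinositol (1.2 mM stock) in Tris pH 7.5/MgCl2/EGTA/Triton X-100 buffer were reacted with ATP (300 microM stock) for one hour at ambient temperature.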
ERG-DNA inh = inhibitors of human ERG Ets domain-DNA interaction; P11308; actives 0.028% (n = 370,000); fluorescence polarization, His-ERG Ets domain / labelled DNA; Potency, µM (highest dose often 76.9 µM), inactives show at the highest dose FP activity, negative = inhibition, most hits filed as inhibitors; active = well fitted inhibition curve with a large enough effect in the polarisation, with a control signal flat; inconclusive = small, poorly fitted or top-dose-only effect, or effect the other way, or a change in a side signal; inactive = no such curve, though single readings can be large or run the other way; the % refers to the polarisation;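 also: polarization taken with two DNA probes labelled with fluorescein and Texas red; potency is read from the fitted curve at half-maximal effect; % of control where 0% means no effect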
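His-tagged ERG Ets domain (1 uM in the protein solution; 300mM KCl, 50mM Tris-HCl, 1mM EDTA, 1mM DTT, pH 7.5) received compound, then a probe mix of 5 nM fluorescein-DNA and 100nM Texas-615-DNA. Fluorescence polarization was read for both dyes.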
BAZ2B inh = blocks human BAZ2B; AID 504333; actives 4.4% (n = 360,000); Potency, µM (titrated, usually from 114 µM), inactives show at the top dose activity change, negative = inhibition, usual class: inhibitors; Q9UIF8; AlphaScreen BAZ2B-H3K14Ac peptide displacement; also: potency is read from the fitted curve at half-maximal effect; % is scaled to controls: 0 for no effect and ±100 for the full control effect; nearly all actives have a fitted effect of over 60% in size
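Inhibition is scored as reduced AlphaScreen emission. The BAZ2B/b-H3(5-23)K14Ac complex (50 nM each) in PBS pH 7.4, 0.01% Tween-20 meets compound (up to 110 uM) for 30 min at RT before bead addition.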
12-LOX inh = inhibitors of human 12S-lipoxygenase ALOX12. P18054. actives 1.1% (n = 580,000). purified 12hLO, xylenol orange hydroperoxide absorbance. Potency, µM (titrated, usually from 108 µM), inactives show top-dose activity change, negative = inhibition, actives largely listed as inhibitors; also: potency is read from the fitted curve at half-maximal effect; % is scaled to controls: 0 for no effect and ±100 for the full control effect
Target sequence (P18054 whole entry, looked up): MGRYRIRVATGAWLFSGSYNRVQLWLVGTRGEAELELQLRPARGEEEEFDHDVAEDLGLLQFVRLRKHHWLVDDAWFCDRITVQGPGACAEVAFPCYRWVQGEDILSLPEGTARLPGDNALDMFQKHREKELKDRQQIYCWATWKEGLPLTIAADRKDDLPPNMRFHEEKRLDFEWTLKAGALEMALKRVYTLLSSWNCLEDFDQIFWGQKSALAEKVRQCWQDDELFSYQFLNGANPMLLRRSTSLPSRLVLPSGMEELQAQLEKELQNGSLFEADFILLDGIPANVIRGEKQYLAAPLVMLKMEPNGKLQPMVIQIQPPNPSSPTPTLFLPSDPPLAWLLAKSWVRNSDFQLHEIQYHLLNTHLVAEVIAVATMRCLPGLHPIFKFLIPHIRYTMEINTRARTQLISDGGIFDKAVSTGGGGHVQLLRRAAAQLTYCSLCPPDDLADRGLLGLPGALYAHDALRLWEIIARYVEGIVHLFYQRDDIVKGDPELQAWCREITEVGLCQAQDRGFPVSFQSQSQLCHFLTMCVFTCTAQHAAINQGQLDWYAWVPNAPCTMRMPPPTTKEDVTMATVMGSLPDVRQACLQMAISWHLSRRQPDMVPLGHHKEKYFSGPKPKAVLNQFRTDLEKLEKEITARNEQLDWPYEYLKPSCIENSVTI
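Purified human 12hLO at 150 nM in 25 mM Hepes, 0.01% Triton X-100, pH 7.0, preincubated 15 min at room temperature with compound. Reaction started with 40 uM arachidonic acid, 30 min at room temperature. Hydroperoxide measured by Fe-xylenol orange, 573/405 nm absorbance ratio.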
JMJD2A Tudor inh = JMJD2A Tudor domain (human) inhibition | AID 504339 | O75164 | AlphaScreen JMJD2A-Tudor / H3K4me3 peptide binding | Potency, µM (highest dose often 114 µM), for the others: at the highest dose activity change, negative = inhibition, hits mostly inhibitors | actives 4.4% (n = 390,000); also: potency is read from the fitted curve at half-maximal effect; % is scaled to controls: 0 for no effect and ±100 for the full control effect; nearly all actives have a fitted effect of over 50% in size
GLS inhibitor = inhibitors of human glutaminase (GLS); GLS enzymatic activity, qHTS titration; AID 624170; Potency, µM (top dose mostly 45.5 µM), inactives show at the highest dose activity change, negative = inhibition, actives largely listed as inhibitors; actives 0.21% (n = 410,000); also: potency is read from the fitted curve at half-maximal effect; % is scaled to controls: 0 for no effect and ±100 for the full control effect
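Glutamate formation by hKGA was monitored fluorometrically using coupled glutamate oxidase, HRP and Amplex Red. Substrate was added as 1 mM L-glutamine solution; incubation was 30 min at RT after an initial read.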
HP1b chromo inh = HP1-beta chromodomain-methylated histone interaction inhibition; Potency, µM (doses to about 114 µM), inactives show top-dose activity change, negative = inhibition, most hits filed as inhibitors; AID 540317; actives 0.56% (n = 390,000); P83916; AlphaScreen HP1-beta / biotin-H3K9me3 peptide binding; also: potency is read from the fitted curve at half-maximal effect; nearly all actives have a fitted effect of over 70% in size; inactives centre near 23
Target sequence (P83916 whole entry, looked up): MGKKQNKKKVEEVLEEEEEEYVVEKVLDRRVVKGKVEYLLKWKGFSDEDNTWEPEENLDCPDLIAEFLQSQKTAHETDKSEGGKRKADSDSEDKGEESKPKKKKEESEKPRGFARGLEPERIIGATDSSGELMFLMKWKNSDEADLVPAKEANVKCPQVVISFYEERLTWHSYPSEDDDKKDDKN
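HP1-beta protein (50 nM final) preincubated 30 min at room temperature with biotinylated H3(1-18)K9me3 peptide (50 nM) in PBS pH 7.4, 0.01% Tween-20, then compound added for 30 min. AlphaScreen streptavidin donor/nickel chelate acceptor beads (10 ug/mL final), 30 min dark, luminescence read.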
G9a inh = G9a (human) methyltransferase inhibition; G9a H3K9 monomethylation, AlphaScreen, 2 h; AID 504332; Potency, µM (titrated, usually from 102 µM), without a hit: at the highest dose activity, negative = inhibition, hits mostly inhibitors; actives 8.8% (n = 350,000); Q96KQ7; also: potency is read from the fitted curve at half-maximal effect; % is scaled to controls: 0 for no effect and ±100 for the full control effect; nearly all actives have a fitted effect of over 75% in size
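Step 1: enzyme (final 20 nM) with compound, 15 min RT. Step 2: substrate peptide 500 nM and SAM 20 uM, 2 h RT. Step 3: anti-H3K9me1 antibody and AlphaScreen beads, 10 min, then plate read.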
The depositor's hits bear a star; i = inactive; ? = inconclusive; . = not tested or not shown; [ ] = another dose, or the depositor's remark. Unless noted, calls follow the shape of the dose curve; as a rule, active = well fitted curve in the direction sought with a large enough effect; inconclusive = small, poorly fitted or top-dose-only effect, or another doubt; inactive = no such curve, though single readings can be large; an effect the other way counts as inactive or inconclusive.

SMILES	RGS4 inhibitor	PI4K2A block	ERG-DNA inh	BAZ2B inh	12-LOX inh	JMJD2A Tudor inh	GLS inhibitor	HP1b chromo inh	G9a inh
COc1cc2c(cc1OC)C(c1cc(OC)c(O)c(OC)c1)CC(=O)N2 (stereo not drawn)	2.4%	-4.5	0.8%	1.9%	-14.8%	5.1%	35.0%[activator]	32.2%	-2.6%[59 µM]
CCOC(=O)c1ccccc1Oc1c(F)c(F)nc(NCCO)c1F	8.8%	-0.5	-0.9%	-10.9%	7.1%	-16.0%	-2.0%	24.1%	-6.2%
Cc1ccc(C)[n+](CC(=O)c2ccc(-c3ccccc3)cc2)c1	-23.5%	8.0	-8.9%	-13.2%	-9.9%	-17.9%	-14.0%	28.6%	.
COc1ccc(NC(=O)CCC(=O)c2ccc(-c3ccccc3)cc2)cc1	-30.4%	-5.4	6.1%	-6.5%	64.4%[activator]	3.4%	0.9%	42.0%	27.9%[12.7 µM]
Cn1c(SCC(=O)c2ccccc2)nnc1-c1cccnc1	-41.7%	4.9	-12.7%	-29.6%	0.0%	-15.0%	4.3%	21.7%	-9.2%[59 µM]
CN(C)CCCN(C(=O)c1ccco1)c1nc2ccc(F)cc2s1	11.3%	2.5	-9.6%	.	0.0%	-9.1%	-2.9%	25.3%	?
COCc1nc2ccccc2n1Cc1ccccc1	-2.4%	1.8	-13.2%	9.1%	0.0%	-5.0%	-2.7%	28.7%	-38.7%[59 µM]
CCc1noc(C)c1C(=O)N(CC)CC(=O)NCc1ccc(Cl)cc1	23.9%	-5.5	8.5%	-2.5%	22.6%	-11.9%	-1.0%	34.2%	17.7%[12.7 µM]
NC(=NCCc1ccccc1)NS(=O)(=O)c1ccccc1	-39.6%	-5.0	-9.1%	4.8%	8.5%	-7.9%	-2.4%	32.6%	7.0%[59 µM]
COc1cccc(N2CCN(CC(=O)Nc3nnc(-c4ccccc4)s3)CC2)c1	-34.2%	-5.5	-3.0%	?	0.0%	89.1µM*	16.3%	-20.3%	-6.3%[59 µM]
Cc1cccc(OCCOC(=O)c2ccc(F)c(S(=O)(=O)N3CCOCC3)c2)c1	7.0%	-0.8	10.1%	11.9%	1.0%	16.8%	5.6%	46.3%[activator]	24.1%[12.7 µM]
CCNC(=S)Nc1ccc(S(=O)(=O)Nc2cc(C)nc(C)n2)cc1	-6.0%	-2.4	4.2%	-6.3%	?	-6.2%	1.1%	28.5%	-48.6%
Cc1ccc2[nH]c(=O)c(CN(CC3CCCO3)C(=O)c3cccs3)cc2c1 (stereo not drawn)	12.3%	2.4	17.6%	-0.3%	3.1%	-11.0%	-4.0%	26.3%	22.6%[59 µM]
CCOC(=O)C1CCN(C(=O)C2CCN(c3nn4c(=O)cc(C)nc4s3)CC2)CC1	10.5%[56.9 µM]	-2.7	-4.5%	-12.7%	-8.1%	-18.9%	-16.5%	60.3%[activator]	.
COc1ccc(-c2cc(C)no2)cc1S(=O)(=O)N1CCOc2ccc(C)cc21	30.1%[11.4 µM]	1.9	5.9%	-13.2%	-7.0%	-19.1%	3.0%	39.3%[activator]	-5.1%
O=C(CC1OC(=O)c2ccccc21)NNC(=O)c1ccc(F)cc1 (stereo not drawn)	24.3%	-0.8	-9.6%	5.1%	423.1%[activator]	-6.1%	11.6%	45.5%[activator]	3.7%[12.7 µM]
CCOC(=O)C1=CN(Cc2cccc(F)c2)S(=O)(=O)N(CC)C1c1ccc2ccccc2c1 (stereo not drawn)	15.2%	1.1	-11.6%	.	?	-15.8%	4.9%	25.6%	.
CC(c1ccccc1)N1C(=O)C2C3C=CC(C4CC34)C2C1=O (stereo not drawn)	-10.2%	-9.7	-0.2%	-17.3%	-13.1%	-2.0%	-3.9%	9.0%	39.3%
CCc1ccccc1Nc1nc2cc(Cl)c(Cl)cc2nc1-n1nc(C)cc1C	4.0%	-0.7	-8.4%	13.5%	4.1%	6.2%	-3.9%	33.7%	10.6%[59 µM]
COc1cc(OC)cc(C(=O)OCC(=O)Nc2ccc(F)cc2F)c1	8.6%	-1.5	6.8%	-10.2%	-4.1%	-4.8%	-1.2%	26.4%	-3.4%
O=C(Nc1cccnc1Cl)C1c2ccccc2Oc2ccccc21	-4.8%	-7.5	-3.4%	1.0%	0.0%	-12.7%	1.9%	18.6%	10.3%
Cc1cc(C)cc(NC(=O)c2ccc(CNc3c(N4CCCC4)c(=O)c3=O)cc2)c1	-11.1%	-0.8	2.7%	?	-12.0%	-4.2%	2.6%	10.4%	-6.0%
O=C(NC1CCN(C(=S)Nc2ccc(Cl)cc2)CC1)C1CCCCC1	22.3%	-1.5	-1.1%	3.5%	13.9%	-8.8%	5.6%	28.0%	57.5%[activator]
O=C(Nc1cccc(Cl)c1)c1cccnn1	-2.0%	7.2	6.7%	2.2%	?	-10.7%	1.2%	37.4%[57 µM]	19.2%
CC(CNC(=O)c1nnc(Cc2ccc(F)cc2)o1)c1ccccc1 (stereo not drawn)	8.7%	0.2	-1.5%	-34.1%	-19.8%	-3.9%	-13.3%	4.4%	-18.6%[59 µM]
Fc1ccc(NC(=S)NN=Cc2ccccc2Cl)cc1	-7.4%	2.6	-11.0%	.	50.1µM*	-25.2%	2.1%	27.4%	.
CCOCCCNC(=O)CN1C(=O)CSc2ccccc21	27.1%	-10.3	0.4%	-5.1%	3.7%	-6.4%	9.8%	36.1%	?
CCn1nc(C)cc1C(=O)N1CCCC(Nc2ccc(C(C)C)cc2)C1 (stereo not drawn)	-7.6%	3.4	-1.2%	?	1.9%	-34.7%	0.0%	-4.9%	50.1µM*
CCOc1ncccc1C(=O)Nc1ccc(S(=O)(=O)N2CCCC2)cc1	4.7%	1.0	-5.4%	2.3%	-11.1%	-2.1%	1.2%	34.0%	7.7%
COc1cccc(CN2C(=O)C3(SCC(=O)N3c3ccc(C(C)C)cc3)c3ccccc32)c1 (stereo not drawn)	-7.8%	-0.4	-2.3%	-24.0%	?	-16.2%	-5.4%	22.1%	-25.5%[59 µM]
CCC(CO)Oc1cc(NC(=O)c2ccccc2F)c2ncn(C(C)C)c2c1 (stereo not drawn)	3.3%	-13.6	-4.3%	.	28.2µM*	-23.8%	?	32.1%	.
COc1ccccc1N(CC(=O)NCCSCc1ccc(C)cc1)S(=O)(=O)c1ccccc1	19.1%	1.6	-1.9%	-4.4%	i	-18.1%	-1.7%	43.1%[activator]	.
CCCn1nnnc1SCC(=O)N1CCCC1	13.2%	2.3	-11.0%	-1.9%	0.0%	-11.8%	1.3%	15.2%	-9.1%
CC(C)C(NC(=O)Nc1ccccc1)C(=O)Nc1cccc(S(=O)(=O)N(C)C)c1 (stereo not drawn)	22.2%	-3.0	3.8%	-35.7%	1.2%	1.1%	-0.5%	-4.0%	14.8%
CCn1ccc(C(=O)Nc2ccsc2C(=O)OC)n1	-31.1%	-0.4	7.9%	13.7%	0.0%	-17.3%	0.0%	15.0%	.
COc1cc2ccccc2cc1C(=O)NC(=S)Nc1cccc(C(=O)O)c1	-19.0%	0.4	3.0%	79.4µM*	?	-27.8%	10.9%	-9.2%	?
CCCCn1c(N)c(N(CCOC)C(=O)C2CCN(S(=O)(=O)c3ccc(Cl)cc3)CC2)c(=O)[nH]c1=O	-12.5%	-1.2	-2.5%	-12.7%	-4.8%	-12.3%	1.8%	8.9%	26.1%
N#Cc1c(C(F)(F)F)cc(-c2ccccc2)nc1SCCN1CCOCC1	-1.1%	-1.6	.	1.4%	-4.8%	-18.3%	0.0%	33.4%	31.1%[59 µM]
O=C(OC(C(=O)NC1CCCCC1)c1ccccn1)c1cccs1 (stereo not drawn)	-10.0%	1.5	4.5%	-20.3%	-4.7%	-1.5%[57.1 µM]	-1.0%	64.0%[activator]	8.4%[12.7 µM]
COc1ccc(S(N)(=O)=O)cc1C(N)=O	-1.7%	4.3	1.3%	-25.1%	-1.8%	2.3%	-5.4%	27.1%	12.3%
O=C(Cc1ccc([N+](=O)[O-])cc1)N1CCCc2ccccc21	-32.2%	-0.3	4.4%	-31.9%	-3.6%	-12.0%[11.4 µM]	-4.5%	16.1%	1.8%[59 µM]

An excerpt from above, showing only 12-LOX inh and GLS inhibitor:
| canonical_smiles | 12-LOX inh | GLS inhibitor |
| --- | --- | --- |
| N#Cc1c(C(F)(F)F)cc(-c2ccccc2)nc1SCCN1CCOCC1 | -4.8% | 0.0% |
| O=C(OC(C(=O)NC1CCCCC1)c1ccccn1)c1cccs1 (stereo not drawn) | -4.7% | -1.0% |
| COc1ccc(S(N)(=O)=O)cc1C(N)=O | -1.8% | -5.4% |
| O=C(Cc1ccc([N+](=O)[O-])cc1)N1CCCc2ccccc21 | -3.6% | -4.5% |

Some of the compounds tested; the hit share may differ from the screen's.
